TDP1 cell CPT: DT40-hTDP1 cell growth loss with CPT; chicken DT40 Tdp1-/-;hTDP1 cells + 20 nM CPT, ATP luminescence, 48 h; Potency, µM (doses to about 46.2 µM), without a hit: at the highest dose activity change, negative = growth inhibition, most hits filed as inhibitors; 12% of 420,000 active; AID 686979; note: nearly all actives have a fitted effect of over 55% in size
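Chicken DT40 Tdp1-/- cells complemented with human TDP1, 400 cells/well, exposed to compounds plus 20 nM camptothecin for at least 48 h at 37 C; viability read as ATP content by CellTiter-Glo luminescence.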
N370S GC: inhibitors or activators of N370S glucocerebrosidase for Gaucher disease; Potency, µM (doses to about 59.4 µM), inactives show top-dose activity change, negative = inhibition, actives largely listed as inhibitors; 0.092% of 330,000 active; AID 2101; N370S GC spleen homogenate, 4MU-glucoside fluorescence;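 note: 0% = full enzyme activity and -100% = no enzyme basal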
FEN1 inhibitor: human FEN1 inhibition. Potency, µM (top dose mostly 114 µM), for the others: at the top dose activity change, negative = inhibition, actives largely listed as inhibitors. P39748. 0.35% of 390,000 active. Recombinant FEN1 flap cleavage, fluorescence, 15 min; note: nearly all actives have a fitted effect of over 65% in size
Target sequence (P39748 whole entry, looked up): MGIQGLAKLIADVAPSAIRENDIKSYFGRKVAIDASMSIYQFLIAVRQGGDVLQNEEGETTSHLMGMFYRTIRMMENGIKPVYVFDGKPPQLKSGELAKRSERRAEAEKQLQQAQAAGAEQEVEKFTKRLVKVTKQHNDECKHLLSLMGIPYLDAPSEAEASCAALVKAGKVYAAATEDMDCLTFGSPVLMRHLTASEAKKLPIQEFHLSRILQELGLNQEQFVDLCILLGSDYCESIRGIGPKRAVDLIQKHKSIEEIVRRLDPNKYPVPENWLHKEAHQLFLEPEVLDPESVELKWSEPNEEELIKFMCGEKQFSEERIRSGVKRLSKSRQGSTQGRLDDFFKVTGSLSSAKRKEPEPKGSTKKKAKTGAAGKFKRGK
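Read-out was taken twice, immediately and after 15 min, following addition of 50 nM substrate to 10 nM FEN1 that had sat with test compound for 15 min at room temperature. Curves came from a four-parameter Hill model.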
* marks the source's active call; other numbers are inactive results; ? = inconclusive; . = not tested or not shown; & = joins results of further samples; [ ] = dose if it differs, or a comment. Calls come from the whole dose curve; as a rule, active = well fitted curve in the direction sought with a large enough effect; inconclusive = small, poorly fitted or top-dose-only effect, or another doubt; inactive = no such curve, though single readings can be large; an effect the other way counts as inactive or inconclusive. Unless noted, % is set by controls: 0 for no effect and ±100 for the full control effect; potency is the fitted concentration of half-maximal effect. An excerpt; count on the stated rates, not on these rows.

SMILES	TDP1 cell CPT	N370S GC	FEN1 inhibitor
CC1(C)CC(=O)C=C(C(=O)N2CCCC(C(=O)c3cccc(Cl)c3)C2)O1 (stereo unspecified)	?	6%	-2%
Cc1ccc(C(CC(=O)Nc2cc(C)cc(C)c2)N2Cc3ccccc3C2=O)cc1 (stereo unspecified)	15µM*	.	-11%
O=C(Nc1ccccc1)c1ccsc1	-22%	11%	0%
S=C(NCCN1CCCCC1)Nc1ccc(Br)cc1	3%	-8%	-12%
CN1CCN(c2nc3c(c(=O)[nH]c(=O)n3C)n2CCSc2nc3ccccc3s2)CC1	-9%	7%	0%
CC(=O)Nc1ccc(S(=O)(=O)N2CCN(C(=O)c3ncoc3-c3ccc(F)cc3)CC2)cc1	-2%	-2%	-13%
O=C(NCCc1ccccc1)C(=O)NCC1OCCN1S(=O)(=O)c1ccc2c(c1)OCCO2 (stereo unspecified)	?	2%	15%
C=CCSc1nnc(-c2cc3c(-c4ccccc4)nn(C)c3s2)n1C	?	8%	-3%
COc1ccc(CNCCC2(Cc3ccccc3)CC(C)N(C)CC2C)cc1OC (stereo unspecified)	?	0%	-1%
CCOc1ccccc1NC(=O)CSC1=Nc2ccccc2C2=NC(CC(=O)NC3CCCCC3)C(=O)N12 (stereo unspecified)	21µM*	.	9%
Cc1ccc(C(=O)Nc2ccc(S(=O)(=O)N3CCc4ccccc43)cc2)o1	-27%	10%	-16%
CC1CCN(c2nc3c(c(=O)n(C)c(=O)n3C)n2Cc2ccccc2)CC1	-26%	7%	2%
C=CCn1nc(-c2ccccc2)c2c(C)onc2c1=O	9%	-2%	-5%
COC(=O)C1=C(C)N(Cc2ccccc2)C(=S)N[C@H]1c1cccc(C(F)(F)F)c1	?	2%	-11%
COc1ccc(Cl)cc1C(=O)NCCS(=O)(=O)N1CCN(c2ccccc2OC)CC1	?	.	1%
O=C(CCN1C(=O)C2CCCCC2C1=O)N1CCN(S(=O)(=O)c2cccc(F)c2)CC1 (stereo unspecified)	18%	0%	2%
CC(CC(=O)Nc1ccc(-c2ccno2)cc1)n1cccn1 (stereo unspecified)	6%	-3%	-11%
Nc1nc2c(nc(SCc3ccccc3Br)n2[C@@H]2O[C@H](CO)[C@@H](O)[C@H]2O)c(=O)[nH]1	9%	-5%	-14%
COCc1nnc(SCC(=O)Nc2cccc(Cl)c2C)n1-c1ccccc1	-22%	1%[2.35 µM]	8%
COc1cc(/C=C/C(=O)Nc2ccc(S(=O)(=O)Nc3ncccn3)cc2)ccc1OCC#N	1%	.	12%
O=C(O)c1cc2cc(OCc3ccccc3)ccc2[nH]1	4%	7%	12%
CCC(NS(=O)(=O)c1ccc2c(c1)NC(=O)C(C)C(=O)N2)c1cccs1 (stereo unspecified)	-17%	-14%	0%
Cc1cccc(C)c1NC(=O)c1cc2c(=O)c3ccccc3oc2nc1C(F)(F)F	-21%	3%	-3%
CC(=O)Nc1ccc(S(=O)(=O)N2CCn3cccc3C2C)cc1 (stereo unspecified)	-6%	.	-9%
Cc1cc(C(=O)N2CCN(c3ncccn3)CC2)cs1	-5%	7%	-1%

Compound profiles, from the list above. Order of values: TDP1 cell CPT, N370S GC, FEN1 inhibitor
Listed for `COc1ccc(CNCCC2(Cc3ccccc3)CC(C)N(C)CC2C)cc1OC` (stereo unspecified) : ?, 0%, -1%
Listed for `CC1(C)CC(=O)C=C(C(=O)N2CCCC(C(=O)c3cccc(Cl)c3)C2)O1` (stereo unspecified) : ?, 6%, -2%
Listed for `Nc1nc2c(nc(SCc3ccccc3Br)n2[C@@H]2O[C@H](CO)[C@@H](O)[C@H]2O)c(=O)[nH]1` : 9%, -5%, -14%
Listed for `Cc1cc(C(=O)N2CCN(c3ncccn3)CC2)cs1` : -5%, 7%, -1%
Listed for `O=C(Nc1ccccc1)c1ccsc1` : -22%, 11%, 0%

Next compounds follow.
SMILES	TDP1 cell CPT	N370S GC	FEN1 inhibitor
Cc1sc(NC(=O)c2ccccc2)c(C(c2ccc(Cl)cc2)N2CCN(CCO)CC2)c1C (stereo unspecified)	23µM*	11%	-10%
CCOC(=O)c1sc(NC(=O)c2ccc(OC)cc2)nc1C	11%	9%	15%
O=C(Nc1ccc(O)cc1)C1CC=CCC1 (stereo unspecified)	?	-13%	6%
Cc1nn(CC(=O)O)c(C)c1C	-3%	1%	-1%
COc1ccc(NC(=O)CN2C(=O)C(C)SC(C)C2=O)c(OC)c1 (stereo unspecified)	20%	10%	5%
O=C(CCCC(=O)n1cnc2ccccc21)n1cnc2ccccc21	-2%	?	-1%
O=C1Cc2ccccc2C(=O)N1Cc1ccccc1	?	7%	-5%
COc1ccc(Cl)cc1NC(=O)C(C)Sc1nnc(C2CC2)n1C1CC1 (stereo unspecified)	-9%	.	3%
C=CCNC(=O)c1onc(CSc2ccccc2)c1C(=O)NCC=C	-27%	.	-4%
Cc1ccc(Cl)c(OCC(=O)NCc2ccco2)c1	-11%	20%	-4%
COc1cc(C#Cc2c(-c3cncn3C)n(C)c3ccc(Br)cc23)cc(OC)c1	?	.	8%
COc1ccc(CCNC(=O)c2cnc3ccccn3c2=O)cc1	-22%	19%	17%
COc1cc(NC(=O)C2CCCN(c3ncnc4c3nc3n4CCCCC3)C2)cc(OC)c1OC (stereo unspecified)	?	-5%	1%
COc1ccc(-c2ncnc(C(F)(F)F)c2-c2csc(C)n2)c(O)c1	-18%	-12%	-4%
COc1cccc(CNC(=O)CN2C(=O)CSc3ccc(S(=O)(=O)N4CCCC4)cc32)c1	0%&-23%	5%	12%&0%
COc1cccc(CN2CCN(C(=O)c3cccc4ccccc34)CC2)c1	-2%	-1%	-7%
CC1=NN(c2ccccc2)C(=O)/C1=C\C=C1/N(C)c2ccccc2C1(C)C	?	-4%	?
CCOc1cccc(C2c3c(oc4ccc(F)cc4c3=O)C(=O)N2CCOC)c1 (stereo unspecified)	5%	.	-8%
COc1ccc(OC)c(-n2nnnc2SCC(=O)NCc2ccc3c(c2)OCO3)c1	-10%	1%	-8%
COc1ccc(CCNC(=O)CCc2cn(Cc3ccc(F)cc3)c3ccccc23)cc1OC	?	.	-3%
COc1ccc(C(O)Cn2c(=N)n(CCCN(C)C)c3ccccc32)cc1 (stereo unspecified)	?	1%	-9%
CCCC(=O)Nc1nnc(SCC)s1	-12%	5%	4%
Cn1ncc(C#N)c1NC(=O)C1CC(c2ccccc2Cl)=NO1 (stereo unspecified)	-27%	4%	20%
CCOCCCNS(=O)(=O)c1ccc(NC(=O)c2ccc(OC)c([N+](=O)[O-])c2)cc1	?	3%	0%
CCOC(=O)C1=C(C)NC(=O)NC1c1cn(-c2ccccc2)nc1-c1cccs1 (stereo unspecified)	?	-8%	-8%

Other records follow:
SMILES	TDP1 cell CPT	N370S GC	FEN1 inhibitor
O=C(CCc1nc(-c2cccs2)no1)Nc1ccc([N+](=O)[O-])cc1	-5%	.	-7%
COc1cc2c(cc1NC(=O)c1cccc(Br)c1)CCCC2	?	22%	-19%
CCN(CC)S(=O)(=O)c1ccc(C(=O)Nc2ccc(Cc3ccncc3)cc2)cc1	16µM*	4%	-11%
Cc1cc(C)c(Cn2c(=O)n(CCCC(=O)NCc3ccco3)c(=O)c3sccc32)c(C)c1	?	-7%	-4%
CCCCc1nnc(NC(=O)C(C)Sc2nc(C)cc(=O)[nH]2)s1 (stereo unspecified)	5%	6%	-8%
O=C(C[n+]1ccc2ccccc2c1)c1ccccc1	4%	1%	-6%
CN(C)c1ccc(-c2cc([C@H]3[C@@H]4C=CCC[C@@]4(C)C(=O)N3Cc3ccccc3)ccc2F)cc1	?	10%	-2%
O=S1(=O)CC2N=C(N(Cc3c(F)cccc3Cl)c3ccccc3F)SC2C1 (stereo unspecified)	-22%	?	2%
CCOC(=O)C1=NS(=O)(=O)NC(C)=C1	-11%	.	-13%
CCN(CC)CCCNC(=O)C1c2cc(OC)c(OC)cc2C(=O)N(C)C1c1cccnc1 (stereo unspecified)	2%	1%	5%
O=C(c1cnc(N2CCN(c3ccccn3)CC2)c2ccccc12)N1CCN(c2cccc(Cl)c2)CC1	13µM*	9%	7%
Cc1ccc(Sc2c(C)nn(C(=O)C3CC3)c2C)cc1	?	3%	-11%
CC(C)NS(=O)(=O)c1ccc(CCC(=O)N2CCCC2)cc1	8%	-6%	1%
NCCCCCNC(=O)c1nc[nH]c1C(=O)NCC(=O)OCc1ccccc1	-32%	.	16%
CN(C)C(CNS(=O)(=O)c1ccc(Br)cc1)c1cccnc1 (stereo unspecified)	-1%	4%	1%
COc1ccc(C(=O)CSc2n[nH]c(=O)[nH]c2=O)cc1	-6%	5%	-7%
Cc1ccc(C2=CSC3=NS(=O)(=O)CCN23)cc1C	-16%	5%	9%
Cc1ccc(-n2nnnc2CNC(=O)C2CC(=O)N(c3ccccc3)C2)cc1C (stereo unspecified)	-2%&2%	0%	-7%&-14%
Cc1cc(/C=C2\SC(=O)NC2=O)c(C)n1-c1ccc(N(C)C)cc1	15%	-13%	2%
CC1(C)CC(=O)c2cc(OCC(=O)NCC3CCCO3)ccc2O1 (stereo unspecified)	-8%	7%	-5%
COc1ccc2nc(C)cc(Nc3ccc(N4CCN(C)CC4)cc3)c2c1	4.6µM*	-19%	?
CCCn1c2ccccc2c2cnn(CC(=O)N(CC)CC)c(=O)c21	?	-22%	15%
Cc1cccc(OCCSc2nc(N)cc(N)n2)c1	?	-7%	-13%
CCOc1ccc(-c2csc(-c3nc(-c4ccc(Br)s4)cs3)n2)cc1	13%	.	-13%
CCc1nc2ccc(C(=O)NCCCN3CCN(c4ccccc4F)CC3)cc2nc1CC	?	-4%	-13%
CCn1cc(C(=O)NCc2ccco2)c(=O)c2cc(S(=O)(=O)N3CCCCCC3)ccc21	21µM*	?	6%
c1cncc(-c2nccc(NCc3cccs3)n2)c1	?	-26%	.
COc1cc(NC(=O)CN2Cc3ccccc3C2=O)cc(OC)c1OC	-15%	.	15%

Compounds from the list above that have an NH in an aromatic ring, in the order listed:
SMILES	TDP1 cell CPT	N370S GC	FEN1 inhibitor
CN1CCN(c2nc3c(c(=O)[nH]c(=O)n3C)n2CCSc2nc3ccccc3s2)CC1	-9%	7%	0%
Nc1nc2c(nc(SCc3ccccc3Br)n2[C@@H]2O[C@H](CO)[C@@H](O)[C@H]2O)c(=O)[nH]1	9%	-5%	-14%
O=C(O)c1cc2cc(OCc3ccccc3)ccc2[nH]1	4%	7%	12%
CCCCc1nnc(NC(=O)C(C)Sc2nc(C)cc(=O)[nH]2)s1 (stereo unspecified)	5%	6%	-8%
NCCCCCNC(=O)c1nc[nH]c1C(=O)NCC(=O)OCc1ccccc1	-32%	.	16%
COc1ccc(C(=O)CSc2n[nH]c(=O)[nH]c2=O)cc1	-6%	5%	-7%

Part of the list above, limited to TDP1 cell CPT and FEN1 inhibitor:
Compound | TDP1 cell CPT | FEN1 inhibitor
CC(C)NS(=O)(=O)c1ccc(CCC(=O)N2CCCC2)cc1 | 8% | 1%
Cc1ccc(-n2nnnc2CNC(=O)C2CC(=O)N(c3ccccc3)C2)cc1C (stereo unspecified) | -2%&2% | -7%&-14%

High-throughput results from PubChem.
